esBAF inh: blocks esBAF chromatin remodeling in mouse ES cells; Bmi1-luciferase knock-in reporter, 24 h; 100% = twice the neutral-well signal; AID 602393; reporter increase, % at 12.5 µM; actives 2% (n = 350,000); in the data active = activation above about 40%;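 note: 0% = median of the plate's neutral control wells and 100% = double that signal; a rise in the Bmi1 reporter signal indicates esBAF inhibition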
RAD54 branch: RAD54 (human) branch migration inhibition. Q92698. RAD54 Holliday junction branch migration, FAM/BHQ fluorescence. inhibition, % at 10.4 µM. actives 0.14% (n = 360,000). AID 602329;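 active = mean normalized replicate activity at least 40 and at least half of replicates scoring 40 or more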;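 note: 0% = median of neutral control wells and 100% = median of positive control wells; inhibitors cause a drop in the FAM fluorescence signal; in these data hits start at about 50%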
Target sequence (Q92698 whole entry, looked up): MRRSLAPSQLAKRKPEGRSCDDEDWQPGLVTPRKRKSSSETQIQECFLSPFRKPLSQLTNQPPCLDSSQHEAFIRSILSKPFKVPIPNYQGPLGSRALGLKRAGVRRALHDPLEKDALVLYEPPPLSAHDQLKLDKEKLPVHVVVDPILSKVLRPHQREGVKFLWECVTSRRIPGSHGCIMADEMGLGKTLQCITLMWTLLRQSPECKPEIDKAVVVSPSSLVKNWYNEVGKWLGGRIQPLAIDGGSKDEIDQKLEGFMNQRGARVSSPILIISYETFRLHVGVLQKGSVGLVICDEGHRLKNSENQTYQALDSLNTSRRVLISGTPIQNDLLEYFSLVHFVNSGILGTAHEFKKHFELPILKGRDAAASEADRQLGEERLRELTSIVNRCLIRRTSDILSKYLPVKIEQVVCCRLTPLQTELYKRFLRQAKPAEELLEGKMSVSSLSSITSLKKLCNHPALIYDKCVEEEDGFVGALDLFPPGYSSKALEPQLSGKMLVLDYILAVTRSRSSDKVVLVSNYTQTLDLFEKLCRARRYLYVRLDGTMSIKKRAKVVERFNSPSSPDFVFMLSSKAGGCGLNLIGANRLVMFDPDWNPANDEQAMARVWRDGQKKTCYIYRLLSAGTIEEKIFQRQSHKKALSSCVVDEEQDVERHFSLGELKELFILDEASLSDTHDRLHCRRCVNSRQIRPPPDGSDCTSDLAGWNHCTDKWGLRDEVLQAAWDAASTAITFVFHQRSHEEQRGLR
The depositor's hits bear a star. These rows are one share of the data; rates above refer to the full screens.

cpd	Structure	esBAF inh	RAD54 branch
1	COC(=O)C1=C(N)Oc2cc(C)[nH]c(=O)c2C1c1ccncc1 (centres undefined)	-5.5	2.4
2	CCOC(=O)c1ccccc1NC(=O)CC(C)CC(=O)O (centres undefined)	-2.2	4.0
3	O=C(OCC#CCSc1nnc(-c2ccc(Br)cc2)o1)c1ccco1	8.8	3.7
4	CC(C)n1cnc2c(NCc3ccccc3)cc(OCC3CCN(C)CC3)cc21	-90.4	78.7*
5	CCS(=O)(=O)Nc1c(C(=O)O)[nH]c2ccccc12	3.6	12.1
6	Oc1ccc(C(=S)N2CCCCCC2)cc1	-10.3	5.4
7	Cc1ccc(S(=O)(=O)Cn2nnnc2C(c2ccc(F)cc2)N2CCCCC2)cc1 (centres undefined)	2.2	5.6
8	Cc1ccc(CNCc2cccnc2)cc1	-13.1	-2.3
9	O=[n+]1c2c(n([O-])c3cc(Cl)ccc31)CCCC2	2.9	-4.3
10	CC(C)c1ccc(-c2nc(N3CCOCC3)[nH]c(=O)c2C#N)cc1	-1.0	11.0
11	Cc1cccc(NC(=O)CN2NS(=O)(=O)c3ccccc3C2=O)c1	-1.3	-18.7
12	CN(C)Cc1c(O)c(Cl)cc2c3c(c(=O)oc12)CCCC3	-1.7	2.5
13	Clc1ccc(OCCN2CCCCC2)c(Cl)c1	-0.5	5.4
14	COCCNc1oc(-c2ccco2)nc1S(=O)(=O)c1ccccc1	-3.1	-3.6
15	O=P(COCCOCP(=O)(c1ccccc1)c1ccccc1)(c1ccccc1)c1ccccc1	12.2	-1.0
16	Cc1cc(C)nc(SCCC(=O)N2CCOCC2)n1	10.0	-5.2
17	CCCCCOc1ccc(N2C(=O)CC(N(O)c3ccccc3)C2=O)cc1 (centres undefined)	5.5	2.3
18	CCOC(=O)c1cnc(Nc2nc3ccccc3o2)nc1CSc1nnc(C)s1	5.5	-6.7
19	Cc1nc(-c2cccc(NC(=O)c3cc4cc(Br)ccc4oc3=O)c2)cs1	6.6	1.3
20	COc1ccc(N2CCN(c3ccc(NC(=O)C4CCCCC4)cc3C#N)CC2)cc1	2.4	-1.6
21	COc1ccc(S(=O)(=O)Nc2ccccc2C(=O)NC(C)C)cc1OC	-7.0	5.5
22	Cn1c(C(=O)OC(C(=O)NC2CCCC2)c2cccnc2)cc2sccc21 (centres undefined)	-4.1	-12.0
23	CCN(C(=O)c1cc2cc(OC)ccc2oc1=O)c1ccccc1	5.0	2.6
24	O=C(O)CSc1nc2ccccc2o1	-1.8	3.8
25	O=C(Cn1nnc(-c2ccccc2Cl)n1)NCc1ccc2c(c1)OCO2	0.8	4.9
26	Cc1cc(=O)n2nc(N3CCC(C(=O)N4CCN(C)CC4)CC3)sc2n1	4.1	2.7
27	CONC(=O)C1CCN(C(=O)OCc2ccccc2)CC1	30.1	4.3
28	Cc1cc(C)n(-c2nc3nonc3nc2-n2nc(C)cc2C)n1	-5.0	1.1
29	Cc1nn(C)c(C)c1CN(C)C(=O)c1cnn2c1NC(c1ccccc1)CC2C(F)(F)F (centres undefined)	6.8	-4.1
30	CCCCOc1ccccc1P(=O)(O)CP(=O)(c1ccccc1)c1ccccc1	0.8	8.6
31	CC(CC(=O)Nc1ccc2c(c1)OCCO2)c1ccccc1 (centres undefined)	55.1*	3.0
32	CC1(C)Cc2nc(-c3ccccc3)n3cnnc3c2CO1	-3.8	7.7
33	CN(C)CC(=O)N1c2ccccc2CCc2ccc(NC(=O)c3ccc(N)cc3)cc21	2.9	11.1
34	CCOC(=O)N1CCN(C(=O)C2CCN(S(=O)(=O)c3cc(Cl)ccc3Cl)CC2)CC1	6.8	-1.5
35	Cc1noc(C)c1S(=O)(=O)N(C)CC(=O)Nc1ccc(F)cc1	2.4	-2.2
36	Cc1ccc(NC(=O)Cc2nc(CSc3nnc(-c4ccc5c(c4)OCO5)o3)cs2)cc1	51.0*	-3.2
37	CCCNC(=O)Nc1cc(C)on1	6.7	3.5
38	On1c(-c2ccco2)nc2c1CCc1nonc1-2	-6.4	6.8
39	COc1cccc(OC)c1C(=O)Nc1ccc(N2CCN(S(C)(=O)=O)CC2)cc1	15.7	-2.5
40	Cc1cc(-c2ccccc2)nc2cc(C(N)=O)nn12	-4.4	-0.1
41	COc1cc(Cl)c(C)cc1NC(=O)COC(=O)c1cnc(C)cn1	-2.7	-1.8
42	N#Cc1cccc(NC(=O)c2nc(-c3ccccc3)n(-c3ccccc3)n2)c1	8.7	-8.9
43	O=[N+]([O-])c1ccc(C(=S)N2CCN(Cc3ccccc3)CC2)cc1	7.8	2.0
44	Cc1oc2c(cc(NS(=O)(=O)c3ccc4c5c(cccc35)C(=O)N4)c3ccccc32)c1C(=O)OC(C)C	5.8	-2.1
45	Cc1occc1C(=O)NCCc1ccc(Cl)cc1	37.7	-1.6
46	O=C(NCC1CCCO1)C1CC(c2ccccc2Cl)=NO1 (centres undefined)	-6.5	-3.7
47	O=C(NC1CC2CCCC(C1)N2C(=O)NCc1ccccc1)C1CC1 (centres undefined)	-3.7	1.9
48	Cc1ccc(S(=O)(=O)N2CCN(CCO)CC2)cc1-c1nnc2c3ccccc3c(C)nn12	-0.4	-24.1
49	C=CCn1c(SCC(=O)Nc2nc(C)cs2)nnc1C(NC(=O)c1ccccc1)C(C)C (centres undefined)	-8.0	2.1
50	NS(=O)(=O)c1ccc(NC(=O)CSc2ccccn2)cc1	-9.3	10.8
51	COc1ccc(/C=N/OCC(=O)N2CC3(C)CC2CC(C)(C)C3)cc1OC (centres undefined)	8.0	-4.7
52	COc1ccc2c(CC(=O)OCC(=O)c3ccc(F)cc3)coc2c1	-6.0	-5.0
53	CCOC(=O)c1cnc(SCC(=O)c2ccc3c(c2)OCCO3)nc1N	1.2	12.0
54	C[C@@H]1CC[C@]2(C(=O)O)CC[C@]3(C)C(=CCC4[C@]56CC[C@@](O)(OC5)C(C)(C)C6CC[C@]43C)C2[C@H]1C (some centres undefined)	2.4	4.4
55	CSc1ccccc1-c1nnc(-c2ccc(Cl)c(Cl)c2)o1	-2.4	10.0
56	O=C(N/N=C/c1ccc(Cl)cc1Cl)c1cccc(F)c1	63.4*	2.6
57	COc1cc(-n2c(C)nc3cc(C(=O)N4CCOCC4)ccc32)cc(OC)c1OC	-6.0	1.9
58	C=CCSc1nc2c(c(=O)[nH]c(=O)n2C)n1CC	1.2	-2.9
59	Cc1c(NC(=O)c2ccc3c(c2)OCO3)cccc1-c1nc2ccccc2o1	3.6	10.2
60	O=C(Cc1ccccc1)N/N=C/c1ccc(OCC(=O)Nc2ccccc2)cc1	0.4	-0.1

Additional compounds
cpd	Structure	esBAF inh	RAD54 branch
61	CC1CCc2cc(F)ccc2N1C(=O)c1ccc2c(c1)OCO2 (centres undefined)	-2.0	3.3
62	Cc1nc(NS(=O)(=O)c2cccs2)c2c3c(sc2n1)CCC3	-8.4	-36.5
63	COc1ccc(OC)c(NC(=O)C2CC(C)=C(C)CC2C(=O)O)c1 (centres undefined)	0.6	1.7
64	CCCCOC(=O)C(C)c1c(C)[nH]c(=S)[nH]c1=O (centres undefined)	-2.2	1.2
65	Nc1nnc(SCc2ccccc2Cl)s1	14.5	0.3
66	CCn1cc(C(=O)NCc2cccc(F)c2)c(=O)c2cc(F)c(N3CCN(C(=O)c4ccco4)CC3)cc21	22.9	0.9
67	NC(=O)C1(N2CCCCC2)CCN(C(=O)c2ccc(C#CC3(O)CCCCC3)cc2)CC1	6.6	1.8
68	Cc1ccc(CSc2nnnn2C)cc1	9.7	-11.7
69	CCC(C)(C)NC(=O)C(c1ccco1)N(C(=O)Cn1nnc2ccccc21)c1ccc2c(c1)OCO2 (centres undefined)	-1.4	-7.0
70	Cc1ccc(C(C)C)c(OCC(O)CN2CCN(CCO)CC2)c1 (centres undefined)	14.2	-3.3
71	O=c1c2ccccc2oc2ncccc12	0.5	1.1
72	Clc1c(CSc2nc3ccccc3o2)nc2ccccn12	0.7	-1.7
73	Cc1cc(Cl)ccc1N(CC(=O)N=Nc1c(O)[nH]c2ccccc12)S(C)(=O)=O	4.0	-2.2
74	CNC(=O)NC(=O)CSc1ccc(NC(C)=O)cc1	-2.7	11.9
75	[O-][N+]12CC[N+]([O-])(CC1)c1ccccc12	-1.5	-4.2
76	Cc1nn(CC(=O)Nc2ccccc2)c(=O)c2ccccc12	0.2	-6.1
77	CN(C)S(=O)(=O)c1ccc(C(=O)OCC(=O)c2ccc(OC(F)F)cc2OC(F)F)cc1	-9.3	6.5
78	Cn1nc(-c2ccc(Cl)cc2)c2cc(C(=O)NCCCN3CCOCC3)sc21	-19.1	84.2*
79	Cc1ccc2cc(CN(CC(C)C)C(=O)C3CCCO3)c(=O)[nH]c2c1 (centres undefined)	1.6	-4.3
80	c1nnc(NC2=NCCCCC2)s1	3.0	-2.0

Record cards, from the list above.
Profile of Cc1ccc2cc(CN(CC(C)C)C(=O)C3CCCO3)c(=O)[nH]c2c1 (centres undefined) = esBAF inh: 1.6; RAD54 branch: -4.3
Profile of Cn1nc(-c2ccc(Cl)cc2)c2cc(C(=O)NCCCN3CCOCC3)sc21 = esBAF inh: -19.1; RAD54 branch: 84.2*

Next section
cpd	Structure	esBAF inh	RAD54 branch
81	COc1cccc(CNc2ccc3c(c2)CCC3)c1	20.8	6.9
82	CCN1CCCC1CNC(=O)c1ccccc1Cl (centres undefined)	-1.3	1.9
83	Cc1cc(C)c2cc3c(ccn3C3OC[C@H](O)[C@H](O)[C@H]3O)cc2n1 (some centres undefined)	-0.4	41.3
84	Nc1ccc(O)cc1C(=O)OCC(=O)C12CC3CC(CC(C3)C1)C2	2.3	-4.7
85	O=C(CSc1nnc(C2CC2)n1-c1ccccc1)Nc1ccc(N2CCOCC2)cc1	-0.9	-4.5
86	Cc1ccc(-n2nnnc2SCn2nnc3ccccc3c2=O)c(C)c1	8.2	-4.2
87	COCCCNCCOc1cc(C(C)C)ccc1C	6.9	-7.1
88	COc1cccc(Nc2cc(C)nc3ccccc23)c1	-6.1	7.6
89	O=C(NCCN1CCOCC1)c1ccc([N+](=O)[O-])cc1[N+](=O)[O-]	-0.9	-14.3
90	COC(=O)CCCCCNc1ccc(C(=O)OC)cc1N	6.8	4.9
91	COc1cc2c(C(=O)N3CCN(c4cccc(Cl)c4)CC3)cn(C)c(=O)c2cc1OC	-4.7	0.5
92	O=C(c1ccncc1)c1nccn1-c1ccccn1	-1.0	-8.0
93	CCC(=O)Nc1cc2c(C)cc(=O)oc2cc1C	-4.5	2.7
94	CCN(CC)C(=O)CSc1nnc(CCN)o1	9.8	-1.4
95	O=C1C2C3C=CC(C3)C2C(=O)N1c1ccncc1 (centres undefined)	10.2	0.3
96	Cc1ccc(-n2nc3ccc(NC(=O)c4ccc5c(c4)OCO5)cc3n2)cc1	2.5	-2.6
97	N/C(=N\OC(=O)c1ccc(Cl)cc1)c1cccnc1	68.0*	1.1
98	Cc1cc(Oc2ccccc2)nc(SCC(=O)Nc2ccc(Cl)cc2Cl)n1	-5.2	-2.2
99	CC(=O)Nc1cccc(NC(=O)C2CCCN2C(=O)Nc2cccc(F)c2)c1 (centres undefined)	3.4	-3.3
100	O=C1CC(N2CCN(c3ccc(S(=O)(=O)N4CCCC4)cc3)CC2)C(=O)N1c1ccc(F)cc1 (centres undefined)	-1.0	6.7
101	CCN(CC)CCOC(=O)c1cccc(OC)c1	-5.5	2.9
102	CCOc1ccccc1C1CC(=O)NC2=C1C(=O)CC(C)(C)C2 (centres undefined)	-6.1	-4.6
103	O=c1[nH]c(=O)n(C2CCCO2)cc1Br (centres undefined)	-5.5	-1.8
104	COc1ccc(/C=C/C(=O)c2ccc(Cl)cc2)c(OC)c1	13.2	4.6
105	CNC(=O)CN(c1cc(C)ccc1OC)S(=O)(=O)c1ccc(C)cc1	-9.6	3.1
106	Fc1cccc(CN2CCN3CCCC3C2C2CCCCC2)c1 (centres undefined)	-13.2	-4.6
107	O=C(C1CCCCN1S(=O)(=O)c1ccccc1)N1CCCCC1 (centres undefined)	13.9	1.6
108	CCCNC(=O)c1cnc(Sc2ncc(C(F)(F)F)cc2Cl)n1C	-3.2	-4.0
109	CC(=O)OCc1cc(=O)n(C)c(=O)n1C	-4.1	2.4
110	Cc1ccc2[nH]c3c(c2c1)CCc1cn[nH]c1-3	11.9	-3.8
111	Cc1cc(C)cc(NC(=O)Nc2c(Br)cnn2C)c1	-1.9	-13.1
112	CCNc1nc(-c2ccc(Cl)cc2)cs1	89.7*	4.8
113	CCOC(=O)c1ccc(CSc2nnc(N)s2)cc1	48.4*	4.4
114	COC(=O)c1cn(-c2ccccc2)nc1-c1ccncc1	-4.2	-2.1
115	O=C(CSc1nnc(COc2ccc(Cl)cc2)o1)OC1CCCCC1	-17.7	-9.9
116	O=C1CC(c2ccco2)Sc2nc3ccccc3n21 (centres undefined)	0.3	3.9
117	Cc1ccc(OCCOCCNC(C)C)c(Br)c1	6.1	8.3
118	O=C(c1ccc(Cl)cc1)c1c[nH]cc1-c1ccccc1	6.9	-5.1

Arranged by value in esBAF inh (smallest number first): some entries from above
item | Compound | esBAF inh
105 | CNC(=O)CN(c1cc(C)ccc1OC)S(=O)(=O)c1ccc(C)cc1 | -9.6
114 | COC(=O)c1cn(-c2ccccc2)nc1-c1ccncc1 | -4.2
104 | COc1ccc(/C=C/C(=O)c2ccc(Cl)cc2)c(OC)c1 | 13.2
